Assay outcomes (PubChem BioAssay)
Plk1 PBD FP = Plk1 (human) PBD binding inhibition | Plk1 PBD phosphopeptide binding, fluorescence polarization | inhibition, %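 (tested at about 20 µM)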 | AID 693 | 97,000 compounds, 0.13% hits | P53350; in the data active means inhibition above about 34%, passing the limit was not always enough
LYP inh 2 = LYP (human) phosphatase inhibition; Q9Y2R2; recombinant LYP catalytic domain, DiFMUP fluorescence; inhibition, % at 2 µM; 96,000 compounds, 0.21% hits; AID 640;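 active means inhibition at 2 µM at or above a set limit, the screen mean plus 3 SD, cut at about 24% in these data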;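 further: 0% = DMSO with enzyme and 100% = enzyme fully blocked by orthovanadate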
EphB4 antag = blocks human EphB4 binding to ephrin-B2. AID 720. EphB4 LBD / TNYL-RAW-Alexa532 peptide, fluorescence polarization. 97,000 compounds, 0.15% hits. P54760. inhibition, % at 7 µM;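 active means inhibition above the screen-wide mean inhibition plus 3 SD, cut at about 15% in these data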;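 further: 0% = DMSO wells and 100% = excess unlabeled TNYL-RAW peptide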
Target sequence (P54760 whole entry, looked up, the tested form may be a part): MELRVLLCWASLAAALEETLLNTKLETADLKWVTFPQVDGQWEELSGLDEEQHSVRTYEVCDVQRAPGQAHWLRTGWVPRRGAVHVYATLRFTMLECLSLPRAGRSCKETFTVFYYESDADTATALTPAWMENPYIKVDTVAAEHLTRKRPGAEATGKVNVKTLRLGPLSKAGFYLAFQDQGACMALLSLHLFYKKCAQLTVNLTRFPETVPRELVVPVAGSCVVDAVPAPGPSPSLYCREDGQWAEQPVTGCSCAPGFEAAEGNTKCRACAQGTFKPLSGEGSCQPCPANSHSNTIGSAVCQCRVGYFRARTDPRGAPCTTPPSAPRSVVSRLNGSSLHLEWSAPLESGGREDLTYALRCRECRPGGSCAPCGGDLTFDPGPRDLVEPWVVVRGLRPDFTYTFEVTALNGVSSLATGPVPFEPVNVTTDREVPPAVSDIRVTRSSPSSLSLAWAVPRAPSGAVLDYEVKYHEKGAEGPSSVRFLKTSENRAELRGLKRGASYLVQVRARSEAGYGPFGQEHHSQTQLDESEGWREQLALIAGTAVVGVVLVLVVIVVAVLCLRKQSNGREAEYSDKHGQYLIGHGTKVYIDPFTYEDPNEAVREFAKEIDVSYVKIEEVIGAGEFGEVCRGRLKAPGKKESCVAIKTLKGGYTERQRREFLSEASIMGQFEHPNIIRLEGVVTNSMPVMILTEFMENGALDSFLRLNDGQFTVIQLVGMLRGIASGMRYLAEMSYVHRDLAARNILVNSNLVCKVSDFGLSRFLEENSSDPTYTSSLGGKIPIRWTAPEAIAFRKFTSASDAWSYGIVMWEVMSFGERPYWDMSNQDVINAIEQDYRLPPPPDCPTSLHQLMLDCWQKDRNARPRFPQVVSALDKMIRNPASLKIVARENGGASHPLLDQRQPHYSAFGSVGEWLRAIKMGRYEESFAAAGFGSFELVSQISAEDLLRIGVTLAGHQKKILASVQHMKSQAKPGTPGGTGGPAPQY
CYP2C9 activ = CYP2C9 (human) activation; P11712; recombinant CYP2C9, luciferin-H conversion, luminescence; active compounds read high; factor 1 = untreated enzyme, 0 = blocked; activation factor at 5 µM; 96,000 compounds, 1.4% hits; AID 1024;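 active means activation factor of 2 or more for CYP2C9 at a 5 µM dose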;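 further: 0 = sulfaphenazole-blocked wells and 1 = vehicle-only wells; values of inactives mirror those of a sister screen read the other way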
CYP2C9 inhib = inhibitors of human CYP2C9; P11712; CYP2C9 Supersomes, luciferin-H conversion, luminescence; inhibition, % at 5 µM; 96,000 compounds, 20% hits;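 active means blocking of liver enzyme CYP2C9 beyond about 50% at 5 µM, limit read from the data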; further: values of inactives mirror those of a sister screen read the other way
Calb biofilm kill = kills Candida albicans biofilms; C. albicans biofilm + clotrimazole, Alamar Blue; inhibition, % at 6 µM; 85,000 compounds, 0.14% hits; AID 834;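 active means inhibition above 20%; inactive means inhibition below 20%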;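 further: preformed 24 hr biofilms exposed to compound for 48 hr; 0% = biofilm without compound and 100% = blank killed by clotrimazole plus chlorhexidine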
HIV Rev-RRE inh = HIV Rev-RRE protein-RNA interaction inhibition; Rev peptide-RRE RNA binding, FRET; 97,000 compounds, 0.79% hits; AID 704; inhibition, % at 8 µM; P05866;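 active means inhibition above the screen-wide mean plus 3 SD, cut at about 35% in these data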;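 further: 0% = median DMSO wells and 100% = median Neomycin B control wells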
Target sequence (P05866 whole entry, looked up): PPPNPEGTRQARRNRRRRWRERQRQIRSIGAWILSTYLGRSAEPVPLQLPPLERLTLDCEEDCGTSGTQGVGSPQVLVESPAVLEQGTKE
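Test system: labelled RRE RNA duplex and labelled Rev peptide. Times: 5 min compound–RNA preincubation, then 15 min with peptide, 25 °C. Doses: single-dose 8 µM. Measured by: FRET, excitation 480 nm, emission 540 nm donor and 671 nm acceptor. Measure: % inhibition of FRET ratio versus controls.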
PLK1 inh = blocks human PLK1 kinase activity; AID 619; recombinant PLK1 kinase, TR-FRET peptide phosphorylation; 97,000 compounds, 0.53% hits; P53350; inhibition, % at 10 µM;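 active means inhibition of 50% or more in the single-concentration screen; inactive means inhibition below 50%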;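 further: 0% = DMSO max control and 100% = H-89 dihydrochloride min control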
LYP act = increases human PTPN22 phosphatase activity. recombinant LYP, DiFMUP fluorescence; 0 = plate median, 100 = signal doubled. activation, % at 2 µM. 96,000 compounds, 0.11% hits. AID 697;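 active means activation at 2 µM above a set limit, the mean plus 5 SD, cut at about 37% in these data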
Numbers without * were called inactive; / = not tested or not shown. Not a hit list; any-hit rate near 20%.

canonical_smiles | EphB4 antag | Calb biofilm kill | Plk1 PBD FP | CYP2C9 inhib | HIV Rev-RRE inh | LYP act | PLK1 inh | LYP inh 2 | CYP2C9 activ
CCc1nc(C)cn1S(=O)(=O)c1cc(Br)ccc1OC | 5 | 5 | 9 | -12 | 7 | -6 | -1 | 6 | 1.1
COc1ccc(CCNC(=O)C2CCN(S(=O)(=O)N3CCCCC3)CC2)cc1OC | -1 | 8 | -26 | 13 | -1 | 2 | -1 | -5 | 0.9
CC1(C)Cc2nc3n[nH]c(N)c3cc2CO1 | 9 | 6 | 1 | -22 | 7 | 2 | -7 | -4 | 1.2
CCOC(=O)Cn1c(=O)oc2cc(S(=O)(=O)NC(C)c3ccccc3)ccc21 (stereo not drawn) | 10 | 10 | -20 | 51* | 10 | -9 | 4 | 8 | 0.5
CCOc1ccccc1C(=O)N(C)Cc1cc2ccccc2[nH]c1=O | -12 | 1 | 35 | -24 | 1 | 2 | -16 | 1 | 1.2
O=[N+]([O-])c1ccc(N2CCN(S(=O)(=O)c3ccccc3)CC2)cc1NCCN1CCOCC1 | -5 | / | -47 | 70* | 0 | -15 | -9 | 19 | 0.3
NC(=O)CCCc1nc(-c2ccccc2Cl)no1 | 1 | 5 | -6 | 2 | 6 | -6 | -5 | 8 | 1
O=S(=O)(N[C@@H]1C[C@H]2CC[C@@H]1C2)c1cccs1 | 2 | 7 | -17 | 8 | 10 | 0 | 0 | -3 | 0.9
O=C(Cn1nc(-c2ccc(Cl)cc2)ccc1=O)N1CCN(c2ccccc2)CC1 | -2 | / | -10 | 52* | 9 | 24 | -11 | -27 | 0.5
O=C(N1CCCCC1)C1(c2ccccc2)CCOCC1 | 6 | 9 | -8 | 9 | 6 | -1 | 0 | -1 | 0.9
Cc1cccc(C)c1-n1c(C)cc(/C=C2\C(=O)NN(c3ccccc3)C2=O)c1C | 3 | / | -5 | 42 | -6 | 3 | -9 | 1 | 0.6
COC(=O)c1ccc(COc2ncnc3c(Cl)cc(Cl)cc23)o1 | -6 | -1 | 20 | 62* | -1 | -2 | 11 | 4 | 0.4
Cc1ccc(C(C)C)c(OCc2nc(-c3nonc3N)no2)c1 | -7 | 20 | 14 | -18 | 16 | 4 | -22 | -4 | 1.2
CC(=O)NC1(C(F)(F)F)C(=O)Nc2c1c(=O)n(C)c(=O)n2C (stereo not drawn) | 2 | 6 | 12 | 8 | 4 | -10 | -14 | 8 | 0.9
C/C(=C\C(=O)c1ccc(C)cc1)Nc1cccc(O)c1 | 4 | 13 | -39 | -44 | 4 | -6 | -9 | 5 | 1.4
Cc1ccccc1NS(=O)(=O)c1ccc2[nH]cc(C(=O)N(C)Cc3ccco3)c(=O)c2c1 | 5 | / | -6 | 25 | -1 | 10 | -10 | -11 | 0.8
Cc1ccc(S(=O)(=O)N2CCC(C(=O)OC(C)C(=O)NCc3ccc4c(c3)OCO4)CC2)cc1 (stereo not drawn) | -8 | 2 | -10 | -44 | -3 | 13 | -8 | -15 | 1.4
O=c1[nH]c(CN(CCO)CCO)nc2c1C1(CCCCC1)Cc1ccccc1-2 | -6 | 9 | 1 | 14 | 3 | 3 | -27 | -7 | 0.9
O=C(CCS(=O)(=O)c1ccc(Br)s1)NC1CCCC1 | 3 | 0 | -6 | -22 | 2 | 2 | -2 | 1 | 1.2
Cc1cc(C)nc(SC(C)C(=O)O)n1 (stereo not drawn) | -2 | 9 | 18 | -21 | 6 | 4 | -8 | -5 | 1.2
CC1(C)Cc2ccccc2-c2nnnn21 | -5 | 7 | 15 | -8 | 5 | 2 | 7 | -4 | 1.1
CCOc1ccc(-c2nc(-c3ccncc3)no2)cc1OCC | 1 | 3 | 14 | 63* | 8 | -3 | -1 | 2 | 0.4
CC1CCN(c2ccc(/C=N/n3nnnc3N)cc2[N+](=O)[O-])CC1 | 4 | / | 6 | / | 18 | -2 | -9 | 0 | /
O=C(NCc1ccccc1)c1cccnc1N1CCOCC1 | 5 | -1 | -4 | / | 1 | 3 | -15 | -7 | /
O=C1CC(C(=O)N(c2ccc(F)cc2)C(C(=O)NC2CCCC2)c2ccccn2)CS1 (stereo not drawn) | -7 | -1 | 26 | -12 | -3 | -7 | -13 | 4 | 1.1
COc1ccccc1S(=O)(=O)Cc1ccc(C(=O)NCc2ccc3c(c2)OCO3)o1 | -8 | 6 | 7 | 75* | 2 | 6 | -4 | -8 | 0.3
CCOC(=O)c1ccc(NC(=O)CSc2nnnn2CCCO)cc1 | -4 | 6 | 10 | 44 | 6 | -2 | 9 | 0 | 0.6
O=C(c1cccs1)n1nc(-c2ccc(Cl)cc2)nc1NCc1ccco1 | 14 | -1 | -34 | 1 | 13 | 1 | -1 | 0 | 1
COc1ccc(N2CCN(C(=O)c3ccc(CS(=O)(=O)c4ccc(OC)cc4)o3)CC2)cc1 | 1 | 5 | -3 | 78* | -2 | -3 | -9 | 0 | 0.2
CC(C)(C)C(=O)NCCn1ccc2ccccc21 | 1 | 11 | -7 | 42 | 2 | -3 | -16 | 0 | 0.6

Record cards, from the list above. Order of values: EphB4 antag | Calb biofilm kill | Plk1 PBD FP | CYP2C9 inhib | HIV Rev-RRE inh | LYP act | PLK1 inh | LYP inh 2 | CYP2C9 activ
COc1ccc(N2CCN(C(=O)c3ccc(CS(=O)(=O)c4ccc(OC)cc4)o3)CC2)cc1 is listed as 1 | 5 | -3 | 78* | -2 | -3 | -9 | 0 | 0.2
CCOC(=O)c1ccc(NC(=O)CSc2nnnn2CCCO)cc1 is listed as -4 | 6 | 10 | 44 | 6 | -2 | 9 | 0 | 0.6

Following part:
canonical_smiles | EphB4 antag | Calb biofilm kill | Plk1 PBD FP | CYP2C9 inhib | HIV Rev-RRE inh | LYP act | PLK1 inh | LYP inh 2 | CYP2C9 activ
O=C(Nc1ccccc1F)C1CCCN(S(=O)(=O)c2cccc3cccnc23)C1 (stereo not drawn) | -6 | 3 | 4 | -73 | 5 | 3 | -10 | -6 | 1.7
Cc1nc(SCC(=O)N(C)Cc2ccco2)c2c(C)c(C)sc2n1 | -3 | 6 | -3 | 88* | 6 | 3 | -11 | -4 | 0.1
O=C(CSC1=Nc2ccccc2C2=NC(CC(=O)NCc3ccco3)C(=O)N12)NCc1ccco1 (stereo not drawn) | -7 | 2 | -4 | 65* | 1 | 5 | -4 | -2 | 0.3
O=C(COC(=O)c1cnccn1)Nc1ccc(Cl)cc1 | -1 | 8 | 8 | / | 8 | 1 | -15 | -4 | /
CCC(=O)Nc1cc(C)c(NC(=O)c2ccccc2OC)cn1 | -4 | 1 | 2 | -157 | 2 | 0 | 4 | -3 | 2.6*
COc1ccc(NC2c3ncccc3C(=O)N2Cc2ccccc2)c(OC)c1 (stereo not drawn) | -8 | 1 | -8 | / | -6 | 0 | -6 | 0 | /
O=S(=O)(/C=C/c1ccccc1)N1CCN(c2ccc(F)cc2)CC1 | -2 | 10 | 16 | 10 | 3 | -3 | -9 | 0 | 0.9
COc1ccccc1-c1c(C)nn2c(C)c(C(C)=O)cnc12 | 3 | 9 | -12 | 4 | -1 | -9 | -6 | 4 | 1
N#Cc1c(Nc2ccccc2)c(C=NCCN2CCOCC2)c[nH]c1=O | -1 | 4 | 0 | 14 | 4 | 1 | 45 | -4 | 0.9
Cc1cc(C)cc(N(CCC#N)C(=O)CSc2nc3nc(C)cc(C)n3n2)c1 | 6 | 8 | -38 | 21 | 6 | 4 | -11 | -4 | 0.8
C=CCOC(=O)CCP(=O)(CCC(=O)OCC=C)c1ccccc1 | 6 | 5 | 7 | 7 | 6 | -2 | 1 | 1 | 0.9
CC1CC(c2ccccc2)n2nc(NC(=O)c3ccco3)nc2N1 (stereo not drawn) | -5 | 7 | 9 | -12 | -3 | -4 | -9 | 4 | 1.1
Cc1cc(=O)c2c(o1)CC(C)(C)CC2=O | -2 | 7 | 13 | 4 | 3 | -6 | -8 | 7 | 1
COC(=O)c1c(C#N)c(N)nc2c1CCC2 | -5 | 10 | -2 | -6 | -3 | 10 | -3 | -5 | 1.1
Cc1ccc2c(CC(=O)Nc3c(C)n(C)n(-c4ccccc4)c3=O)coc2c1 | -1 | -4 | -26 | 8 | 4 | 2 | -6 | -3 | 0.9
CN1CCN(CCCNC(=O)c2cn(C3CCCCC3)c(=O)c3c2c2ccccc2n3C)CC1 | 0 | 4 | -17 | 1 | 5 | 2 | -35 | 0 | 1
O=C(Nc1cc(S(=O)(=O)N2CCOCC2)ccc1O)c1ccco1 | -2 | 6 | 10 | 24 | 2 | 2 | -4 | 0 | 0.8
CC(C)(C)NC(=O)NC(=O)COC(=O)c1cc(=O)[nH]c2ccccc12 | 0 | 5 | 10 | 35 | 9 | 26 | 2 | -23 | 0.6
COc1ccc(C(CC(=O)N2CCOCC2)C(C)C)cc1 (stereo not drawn) | -3 | 8 | 9 | / | 7 | -1 | 8 | -2 | /
COc1ccccc1N(CC(=O)Nc1ccccc1C)S(C)(=O)=O | 4 | 3 | -16 | / | 10 | -4 | 16 | 3 | /
CNC(=O)c1ccc(-c2ccc(OC)cc2)s1 | 1 | 7 | -25 | 7 | 5 | -8 | -22 | 12 | 0.9
CCCSc1nc(O)c(C2OC(=O)c3c2ccc(OC)c3OC)c(=O)n1C (stereo not drawn) | -3 | 4 | -12 | -9 | 7 | -8 | -15 | 10 | 1.1
O=C(NC1(C(F)(F)F)Oc2ccccc2O1)N1CCCC1 | 1 | 3 | -6 | 20 | 3 | 1 | -2 | -2 | 0.8
Cn1c2c(c(=O)n(C)c1=O)C(c1cccc([N+](=O)[O-])c1)Nc1ccccc1O2 (stereo not drawn) | -2 | 6 | -25 | 50* | 0 | 3 | 21 | -3 | 0.5
CCOC(=O)c1c(NC(=O)CSc2nnc(Cc3ccccc3)o2)sc(C)c1C | -1 | -2 | -8 | / | 9 | -3 | -10 | 2 | /
Cc1nc2cc(NC(=O)NCc3ccco3)ccc2o1 | -1 | 6 | -19 | 24 | 5 | 4 | -8 | -9 | 0.8
O=C(c1ccccc1)c1ccc(OCCn2cnc3ccccc3c2=O)cc1 | 2 | 6 | -4 | 27 | 8 | 4 | -4 | -2 | 0.7
Cc1ccc(Cn2cccc(NC(=O)c3ccco3)c2=O)cc1 | -2 | 8 | -2 | 60* | 2 | 8 | -11 | -10 | 0.4
CCn1c2ccccc2c2cc(NC(=S)N3CCOCC3)ccc21 | -1 | 6 | -7 | -46 | 3 | -3 | -17 | 0 | 1.5
CNc1nc(-c2ccccc2)nc(-c2ccccc2)c1C#N | -1 | 8 | -5 | 18 | 11 | 3 | -11 | 0 | 0.8
CCC(C)(C)n1nnnc1C(c1cc2cc(OC)ccc2[nH]c1=O)N1CCc2ccccc21 (stereo not drawn) | 5 | 6 | 2 | 100* | 20 | 2 | -5 | -6 | 0
CCC(=O)Nc1ccc(-c2nnc(SCC(=O)Nc3nccs3)n2C)cc1 | -1 | 4 | 47* | 15 | -4 | 12 | 19 | -14 | 0.9
Cc1cc(NC(=O)CSc2nc3ccccc3c(=O)n2CCCC(=O)NCc2ccco2)n[nH]1 | -3 | 9 | -16 | 71* | 2 | 3 | 14 | -6 | 0.3
O=C(ON=C1CCN(S(=O)(=O)c2ccccc2)CC1)c1cccc(Cl)c1 | -3 | / | 3 | / | 6 | 7 | -8 | -5 | /
CCOc1ccc(C(=O)/C=C/c2ccc(SC)cc2)cc1 | 4 | / | -21 | 28 | 16 | 4 | -14 | -1 | 0.7
Cc1ccc(CNC(=O)CSCC(=O)O)cc1 | 5 | 4 | 7 | -8 | 10 | 5 | -13 | -4 | 1.1
